Assay outcomes deposited in PubChem BioAssay by Southern Research Specialized Biocontainment Screening Center.
PhoP GFP inhibition = Inhibition of PhoP regulon, Salmonella typhi GFP reporter cells, confirmation, 4 h (AID 1850); inhibition, % at 50 µM, or IC50 in µM where a hit was titrated; Salmonella Typhi PhoP-promoter GFP reporter, fluorescence, 4 h; higher % means a stronger effect; actives 0.33% (n = 310,000); in the data active = a potency from the dose series; inconclusive = inhibition mostly from about 25% at the one dose, without a potency; inactive = the rest, 99 in 100 with inhibition below about 19%;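 also: 0% = induced wells with vehicle and 100% = uninduced wells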
H1N1 NS1A inhibition = H1N1 influenza NS1A inhibitors, functional cell based assay (AID 504329). actives 0.3% (n = 340,000). inhibition, % at 12.5 µM, or IC50 in µM where a hit was titrated. NS1A functional cell-based assay, percent inhibition; higher % means a stronger effect; in the data active = a potency from the dose series; inconclusive = inhibition above about 27% without an active follow-up result; also: strong numbers were not always called active
tuberculosis growth = growth inhibition of non-replicating M. tuberculosis (AID 488890); Mycobacterium tuberculosis non-replicating, growth inhibition; higher % means a stronger effect; inhibition, % at 25 µM, or IC50 in µM where a hit was titrated; actives 0.39% (n = 320,000); in the data active = a potency from the dose series; inconclusive = inhibition mostly from about 82% at the one dose, without a potency; inactive = the rest, 99 in 100 with inhibition below about 76%;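 also: plate controls were DMSO cells for no effect and high antibiotic wells for full effect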
inhibitors of VEEV = inhibitors of VEEV TC-83 cytopathic effect, confirmation, Vero cells (AID 588727) | Vero cells, VEEV TC-83 cytopathic effect inhibition; higher % means a stronger effect | actives 0.13% (n = 350,000) | inhibition, % at 20 µM; hits with a dose series show IC50 in µM; in the data active = a potency from the dose series; inconclusive = inhibition mostly from about 14% at the one dose, without a potency; inactive = the rest, 99 in 100 with inhibition below about 12%; also: strong numbers were not always called active
H37Rv inhibition = M. tuberculosis growth inhibition, HTS (AID 449762); M. tuberculosis H37Rv growth inhibition, 7H9 media; higher % means a stronger effect; inhibition, % at 25 µM, or IC50 in µM where a hit was titrated; actives 0.59% (n = 330,000); in the data active = a potency from the dose series; inconclusive = inhibition above about 70% without an active follow-up result;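 also: bacterial growth assessed after seven days of incubation; strong numbers were not always called active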
inhibitors of VEEV 10K pilot screen = recorded beside inhibitors of VEEV, whose call it bears; inhibition, %; measured here: 10K pilot screen inhibition
* marks the source's active call; other numbers are inactive results; i = inactive; ? = inconclusive; . = no result given.

SMILES	PhoP GFP inhibition	H1N1 NS1A inhibition	tuberculosis growth	inhibitors of VEEV	H37Rv inhibition	others
COc1cccc(C(=O)Nc2cccc(NC(=O)c3ccccc3Cl)c2)c1	-4.7%	0.0%	54.6%	7.8%	-6.2%
CCOC(=O)NC(NC(=S)Nc1ccccc1OC)C(Cl)(Cl)Cl (stereo not drawn)	-0.3%	-13.3%	9.8%	i	2.8%
CC(C)Cn1cc(C(=O)NC2CCN(Cc3ccccc3)CC2)c2c3ccccc3n(C)c2c1=O	-6.3%	.	36.9%	.	-2.8%
Cc1cccc(C(=O)NCC(=O)NC(C)c2ccc(-n3ccnc3)cc2)c1 (stereo not drawn)	3.2%	1.7%	-13.6%	13.0%	-5.6%
CCC(=O)c1cc(F)ccc1OCC(=O)Nc1ccc2c(c1)OCCO2	.	-2.1%	16.0%	1.8%	-9.1%
CCN(CC(=O)NCc1ccc(F)cc1)Cc1nc2ccccc2c(=O)[nH]1	5.3%	11.4%	14.4%	0.5%	-11.9%
CCOCCn1c(CN2CCN(c3ccc(F)cc3)CC2)nc2c1c(=O)n(C)c(=O)n2C	6.6%	-0.7%	-2.8%	2.5%	-0.3%
COc1ccc(CNC(=O)CCSCc2ccccc2Cl)c(OC)c1	-2.4%	-3.8%	9.5%	1.4%	4.0%
CNS(=O)(=O)c1cc(C(=O)NCc2ccco2)ccc1Cl	4.9%	-11.3%	3.8%	7.6%	3.3%
CCc1ccc(S(=O)(=O)N2c3ccc(C)cc3C3CN(C)CCC32)cc1 (stereo not drawn)	.	3.3%	.	0.9%	7.2%
CCCC(=O)N(c1ccc(OCC)cc1)C1C=CS(=O)(=O)C1 (stereo not drawn)	-8.5%	-3.5%	-0.7%	1.2%	-0.5%
CCN(CC)CC(=O)N1CCCC(N2CCN(c3cccc(C(F)(F)F)c3)CC2)C1 (stereo not drawn)	3.9%	8.1%	-7.9%	i	-9.3%
CCOC(=O)c1cccnc1NC(=O)c1ccncc1	-5.7%	-19.9%	-5.5%	i	4.1%	inhibitors of VEEV 10K pilot screen=0.4
CCOC(=O)c1c(NC(=O)CN2CCOCC2)sc(C(=O)NC)c1C	-4.1%	-0.8%	.	0.9%	8.1%
O=C(CN1C(=O)c2cccc3cccc(c23)C1=O)N1CCCCC1	-1.0%	5.7%	-11.6%	1.3%	-2.8%
COc1ccc(NC(=O)CSc2nnc(C(C)C)n2N)cc1	5.2%	2.7%	1.2%	0.8%	0.4%
CC(=O)N1CCN(CC(=O)Nc2ccccc2C(=O)NCc2ccc(C)cc2)CC1	11.6%	7.5%	-12.8%	4.6%	-1.6%
O=S(=O)(Nc1nc2ccccc2nc1N1CCN(c2ccccn2)CC1)c1ccc(Cl)cc1	.	4.3%	.	1.8%	.
O=C(NCC1CCCO1)c1cc2c(s1)CCC2 (stereo not drawn)	10.7%	-3.5%	69.1%	1.6%	1.2%
Cn1cccc1/C=N/NC(=O)c1cccnc1	2.0%	0.3%	.	1.7%	-4.4%
COC(=O)c1ccc2c(=O)n(NC(C)=O)c(=S)[nH]c2c1	-15.2%	0.7%	-2.8%	0.7%	1.8%
Cc1cc(C)nc(SCc2nc(N)nc(-c3ccccc3O)n2)n1	-10.9%	-5.9%	-2.4%	9.1%	-9.3%
c1ccc(-c2cn(-c3ccccc3)c3ncnc(N4CCCCC4)c23)cc1	6.0%	7.1%	72.7%	11.9%	49.4%
C=CCn1cnc2scc(-c3ccc(C)c(C)c3)c2c1=O	-8.2%	8.3%	63.4%	0.3%	9.5%
CC(=O)Nc1ccc(C(=O)OCC(=O)NCc2ccccc2)cc1	0.7%	-5.8%	1.4%	1.7%	3.7%	inhibitors of VEEV 10K pilot screen=4.8
CCCN1C2CCCC1CC(NC(=O)c1ccccc1F)C2 (stereo not drawn)	-0.7%	5.4%	16.2%	1.0%	-4.4%
Cc1ccc(C(=O)NCC(=O)OCC(=O)N(CC(C)C)c2c(N)n(Cc3ccccc3)c(=O)[nH]c2=O)cc1	2.3%	-2.2%	-5.1%	4.0%	2.4%
CCOc1ccc(NC(=O)N[C@@H](CCSC)C(=O)OC)cc1	-3.4%	-9.4%	5.1%	1.8%	-6.3%
Cc1ccccc1CNC(=O)Cc1ccccc1[N+](=O)[O-]	-23.9%	15.4%	1.2%	0.7%	2.7%
CCOc1ccc(CN2CCC(Cc3ccccc3)CC2)cc1	-6.9%	-0.5%	-3.6%	i	-0.3%
O=C(CSc1ncc(-c2ccccc2)[nH]1)Nc1ccccc1	15.6%	0.8%	39.0%	0.5%	-11.7%
Oc1ccccc1N1CCN(C(c2ccccc2)c2ccccc2)CC1	-11.8%	2.1%	13.6%	1.5%	-6.0%
O=C(CCNS(=O)(=O)c1ccccc1F)N1CCN(Cc2ccccc2)CC1	2.9%	1.9%	-2.4%	7.4%	-7.8%
O=[N+]([O-])c1ccc2[nH]c(O)c(N=NC3CS(=O)(=O)CC3O)c2c1 (stereo not drawn)	2.3%	0.8%	9.3%	1.5%	-0.9%
C[n+]1ccccc1COc1ccc(C(C)(C)C)cc1	0.7%	-4.5%	28.9%	0.2%	-0.3%
CC1CCN(CC(=O)Nc2ccccc2-c2ccccc2)CC1	-1.6%	-5.2%	11.3%	i	-2.3%
CC1(C)C2CC=C(/C=N/NC(=O)c3ccc(Cl)cc3)C1C2 (stereo not drawn)	-4.5%	4.7%	42.2%	2.0%	?
CCN(CC)S(=O)(=O)c1ccc(NC2=NS(=O)(=O)c3ccccc32)cc1	8.7%	3.9%	-4.2%	0.3%	-1.7%
COc1ccc(-c2nnc(SC)nc2-c2ccc(OC)c([N+](=O)[O-])c2)cc1[N+](=O)[O-]	-3.7%	10.8%	21.6%	i	-14.4%
Nc1cccc2c1C(=O)N(CC(=O)NC13CC4CC(CC(C4)C1)C3)C2=O	5.3%	-6.7%	7.0%	i	0.3%
COc1ccccc1CN1CC(C(=O)NCc2ccc(C)c(F)c2)CCC1=O (stereo not drawn)	3.8%	0.0%	7.0%	3.2%	4.2%
CCc1nnc(NC(=O)CSc2nc3ccc(OC)cc3[nH]2)s1	-3.6%	-2.4%	8.6%	1.2%	5.1%
CC(=O)/C(N=Nc1ccc(-n2ccc(C(F)(F)F)n2)cc1)=C(\C)O	13.3%	4.4%	-7.5%	3.1%	1.4%
OC(c1ccc(OCc2ccccc2)cc1)c1nnc(-c2ccccc2)o1 (stereo not drawn)	5.4%	-8.4%	4.7%	i	-3.6%
COc1ccc(-n2nc(C(=O)NCC(=O)Nc3cc(C)ccc3OC)c3ccccc3c2=O)c(OC)c1	-13.7%	6.1%	-16.0%	9.7%	12.5%
O=C(CCNC(=O)C1CCN(S(=O)(=O)c2ccc(F)cc2)CC1)NCc1ccncc1	1.1%	5.2%	1.5%	1.1%	6.8%
Cc1cccc(-n2c(SCC(=O)N3CCCC3)nc3n[nH]c(C)c3c2=N)c1	-3.0%	-7.1%	0.7%	2.6%	-7.9%
COc1cc(/C=N/NC(=O)Cc2nnc(NC(=O)c3ccccc3)s2)ccc1O	-9.0%	-8.7%	-13.4%	0.9%	1.0%
COC(=O)c1sccc1NC(=S)N1CCN(c2ccccc2)CC1	4.7%	3.0%	7.0%	0.4%	3.7%
CC(=O)c1ccc(S(=O)(=O)N(C)CCCC(=O)N(C)Cc2ccccc2F)cc1	-1.1%	7.3%	18.0%	2.3%	1.1%

(cont.)
SMILES	PhoP GFP inhibition	H1N1 NS1A inhibition	tuberculosis growth	inhibitors of VEEV	H37Rv inhibition	others
O=C(NCCc1ccccc1)c1ccc(CS(=O)Cc2ccc(Cl)cc2)o1 (stereo not drawn)	-1.6%	11.5%	32.2%	0.1%	3.9%
O=C(NC(=S)Nc1ccc(CN2CCOCC2)cc1)c1ccc([N+](=O)[O-])cc1	-9.3%	0.9%	74.1%	3.8%	8.0%
FC(F)Sc1ccc(NC(=S)NC2CCC(NC(=S)Nc3ccc(SC(F)F)cc3)CC2)cc1 (stereo not drawn)	-6.6%	-6.1%	55.7%	1.3%	4.5%
C#CCOCCOCCOCCNc1nc(N2CCN(C(=O)C([C@@H](C)O)n3cc([C@@H](N)CCCCN)nn3)CC2)nc(N2CCN(C(=O)[C@H](CCCCN)n3cc(CN)nn3)CC2)n1 (stereo partly drawn)	.	-0.2%	37.8%	0.5%	-1.3%
Cc1cccc(-c2noc(CN(C(=O)C34CC5CC(CC(C5)C3)C4)C(C)C)n2)c1	-4.3%	12.8%	-0.1%	7.1%	-1.9%
COc1ccc(NC(=O)C2CCCN(S(=O)(=O)c3ccc(-n4cnnn4)cc3)C2)cc1 (stereo not drawn)	2.3%	-8.9%	-10.6%	1.9%	2.8%
COc1ccc(NS(=O)(=O)c2cc(NC(=O)CCNC(C)=O)ccc2N2CCCCC2)cc1	.	-4.8%	-0.8%	1.1%	3.9%
C#CCOc1ccc(/C=C2/C(=O)NN(c3ccc(F)cc3)C2=O)cc1OC	-8.8%	-6.9%	19.1%	i	59.7%
COc1ccc(S(=O)(=O)N2CCC(C(=O)O)(c3ccccc3)CC2)cc1	3.3%	-6.8%	-10.7%	1.0%	-3.1%
CC(C)(C)C(=O)Nc1ccccc1C(=O)NCc1cccnc1	-5.7%	4.2%	-12.0%	i	7.9%
CCc1noc(C)c1C(=O)N1CCCSC1=Nc1ccccc1Cl	-2.4%	10.1%	5.2%	3.2%	3.3%
NC(=O)N[C@@H](Cc1c[nH]c2ccccc12)C(=O)OCC(=O)N1CCCCC1	0.4%	7.0%	1.4%	i	-4.2%
O=C(O)CCn1cc(-c2ccc(F)cc2)nc1-c1ccncc1	-19.2%	-10.7%	4.0%	0.4%	3.4%
CCOc1ccc(NC(=S)NCCN2CCN(Cc3ccccc3)CC2)cc1	12.2%	-9.7%	36.2%	i	-1.6%
Cc1nc(N)[nH]c(=O)c1CCCNc1ccc([N+](=O)[O-])cc1	.	1.6%	.	25.2%	.
CCCN(CC(=O)Nc1ccc(C(N)=O)cc1)CC(=O)Nc1ccc(Cl)cc1Cl	9.5%	-1.1%	2.6%	1.8%	1.1%
O/N=C/c1cc(Br)ccc1OCc1cccc(F)c1	6.5%	4.9%	1.1%	1.6%	0.0%
Cc1ccc(S(=O)(=O)N2CCC(C(=O)NCC(C)(C)N3CCOCC3)CC2)c(C)c1	.	-18.6%	-3.0%	0.4%	6.6%
COc1ccc(CNC(=O)CN(C)CC(=O)Nc2ccccc2Br)cc1	.	2.7%	16.7%	1.9%	-3.4%
COc1ccc(CN2C(=O)c3ccccc3C2C(=O)NC2CCCCCC2)c(OC)c1 (stereo not drawn)	.	11.9%	.	0.7%	.

5 compounds picked at random from the list so far, as already listed:
SMILES	PhoP GFP inhibition	H1N1 NS1A inhibition	tuberculosis growth	inhibitors of VEEV	H37Rv inhibition	others
CCCN(CC(=O)Nc1ccc(C(N)=O)cc1)CC(=O)Nc1ccc(Cl)cc1Cl	9.5%	-1.1%	2.6%	1.8%	1.1%
Cc1nc(N)[nH]c(=O)c1CCCNc1ccc([N+](=O)[O-])cc1	.	1.6%	.	25.2%	.
Cc1ccc(S(=O)(=O)N2CCC(C(=O)NCC(C)(C)N3CCOCC3)CC2)c(C)c1	.	-18.6%	-3.0%	0.4%	6.6%
CCc1noc(C)c1C(=O)N1CCCSC1=Nc1ccccc1Cl	-2.4%	10.1%	5.2%	3.2%	3.3%
CCOc1ccc(NC(=S)NCCN2CCN(Cc3ccccc3)CC2)cc1	12.2%	-9.7%	36.2%	i	-1.6%

The results go on:
SMILES	PhoP GFP inhibition	H1N1 NS1A inhibition	tuberculosis growth	inhibitors of VEEV	H37Rv inhibition	others
O=C(COC(=O)c1ccccc1NS(=O)(=O)c1cccs1)NCC12CC3CC(CC(C3)C1)C2	-6.3%	-5.0%	44.0%	5.1%	5.7%
COC(=O)c1ccc(NC(=O)c2cccc(NC(=O)c3ccccc3)c2)cc1	-1.8%	-0.3%	.	i	5.8%
Cc1nc2ncnn2c(C)c1Cc1c(Cl)cccc1Cl	-1.9%	-9.2%	9.6%	2.1%	11.1%
Cc1nnsc1S(=O)c1ccc(Br)cc1 (stereo not drawn)	-1.3%	-2.6%	-5.9%	5.4%	-2.5%
COC(=O)c1sc(S(=O)(=O)NCc2cccs2)c(C(=O)OC)c1C	-5.9%	-4.8%	-6.0%	1.1%	3.5%
Cc1sc2ncn(CC(=O)NCCc3ccccc3)c(=O)c2c1C	1.1%	-2.1%	0.1%	2.0%	-4.6%
CCc1nnc(NC(=O)CSc2nccn2-c2ccccc2)s1	-11.4%	-0.2%	2.6%	1.8%	0.5%
CCCSc1nc2c(c(=O)[nH]c(=O)n2C)n1Cc1ccccc1	0.5%	-1.4%	14.6%	i	7.0%

Not a hit list. About 1.4% of those tested had a hit in this group.
